Screens (PubChem)
GPR55 LPI antagonism = GPR55 antagonists blocking LPI-driven arrestin recruitment, primary screen, imaging, U2OS, beta-arrestin-GFP, LPI agonist (AID 2013). 0.13% of 290,000 active. one-dose inhibition, % at 10 µM; IC50 in µM for titrated hits. U2OS GPR55 beta-arrestin-GFP translocation imaging, LPI antagonism; higher % means a stronger effect;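 active means spots per cell inhibited over 60%, with over 100 cells counted and total cytoplasm intensity under 500,000; inconclusive means wells with under 100 cells, flagged as likely toxic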;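 further: U2OS cells stably carrying GPR55 and arrestin-GFP stimulated by 5 µM LPI near EC80; imaged beta-arrestin-GFP aggregate spots per cell after agonist stimulation; plate controls were LPI-stimulated DMSO wells for no effect and DMSO wells without LPI for full effect; some results filed as inactive read as strong as hits; confirmed hits need IC50 under 10 µM and bright autofluorescent wells are also inconclusive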
GPR35 arrestin U2OS = GPR35 antagonists blocking zaprinast-driven arrestin recruitment, primary screen, imaging, U2OS, beta-arrestin-GFP, zaprinast agonist (AID 2058) | one-dose inhibition, % at 10 µM; IC50 in µM for titrated hits | 0.052% of 290,000 active | U2OS GPR35 beta-arrestin-GFP translocation imaging, zaprinast antagonism; higher % means a stronger effect;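 active means inhibition of at least 50% with at least 30 cells and total cytoplasm GFP at most 10,000,000; inconclusive means under 30 cells or total GFP of 10,000,000 plus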
KOR beta-arrestin-1 = kappa opioid receptor activators – cell-based, luminescence, uHTS, primary screen (AID 1777) | KOR beta-arrestin recruitment, luminescence; higher % means a stronger effect | 0.02% of 280,000 active | activation, % at 10 µM, or EC50 in µM where a hit was titrated; in the data active means activation above about 50%, passing the limit was not always enough; further: a part of the inactive calls stands beside numbers as strong as those of hits
NOD1 inhibition = inhibition of NOD1-driven NF-kB reporter – cell-based, luminescence, uHTS, primary screen (AID 1578) | NOD1-driven NF-kB luciferase reporter cells, luminescence; higher % means a stronger effect | inhibition, % at 4 µM; hits with a dose series show EC50 in µM | 1% of 290,000 active; in the data active means inhibition mostly above about 36%, no sharp cut-off; inactive means mostly below about 34%;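 further: HEK-293T reporter cells stimulated with the NOD1 agonist gamma-tri-DAP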
NOD2 inhibition = NOD2 signaling inhibitors, cell-based, luminescence, uHTS, HEK293 (AID 1566); 0.63% of 290,000 active; HEK293 NOD2/NF-kB luciferase reporter, luminescence; higher % means a stronger effect; inhibition, % at 4 µM, or EC50 in µM where a hit was titrated; further: many of its hits are not listed in these tables
HIV peptide binding = cell-free HIV fusion peptide-binding blockers – biochemical, uHTS, fluorescence dequenching, primary screen (AID 1986); cell-free peptide binding, fluorescence dequenching, 30 min; higher % means a stronger effect; one-dose inhibition, % at 20 µM; IC50 in µM for titrated hits; 0.3% of 290,000 active; in the data active means inhibition mostly above about 52%, no sharp cut-off; inactive means mostly below about 76%; further: some results filed as inactive read as strong as hits
Myeloid diff MLP = myeloid differentiation induction. ER-HoxA9 myeloid progenitors, lysozyme-GFP differentiation, flow cytometry. calls only at 10 µM. 1% of 360,000 active. AID 624256;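 active means normalized GFP-positive differentiation at or above the plate's own cutoff, the solvent-only control mean plus 3 SD; inconclusive means no clear call, values can overlap the other calls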;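 further: cells exposed to compound for four days before flow analysis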
KOR beta-arrestin-2 = KOR antagonists, beta-arrestin recruitment, cell-based, luminescence, uHTS (AID 1778). KOR beta-arrestin recruitment, luminescence, antagonist mode; higher % means a stronger effect. inhibition, % at 10 µM; hits with a dose series show IC50 in µM. 0.091% of 290,000 active; further: strong numbers were not always called active
GPR55 beta-arrestin = selective activators of receptor GPR55 – imaging, U2OS cells, beta-arrestin-GFP redistribution, primary screen (AID 1961). U2OS GPR55 beta-arrestin-GFP redistribution imaging; higher % means a stronger effect. one-dose activation, % at 10 µM; EC50 in µM for titrated hits. 0.048% of 290,000 active;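 active means activation above 40% with more than 50 cells counted in the well; inconclusive means wells holding fewer than 50 cells, flagged as toxic or sparse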;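 further: U2OS osteosarcoma cells stably expressing GPR55 and beta-arrestin-GFP; plate controls were DMSO negative control for no effect and LPI positive control for full effect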
Myeloid diff MLP GFP+ MAC1+ % = second read-out of Myeloid diff MLP, no call of its own (marks repeat the call); GFP+ MAC1+ double positive, %; measured here: differentiation confirmed by MAC1 staining
* hit, by the source's call; i = inactive; ? = inconclusive; . = not tested or not shown; + = active, no number; & = joins results of further samples; [ ] = remark or other dose. Unless noted, no stated cut-off is given here; in the data, active means inhibition above about 50%; inactive means the rest.

SMILES	GPR55 LPI antagonism	GPR35 arrestin U2OS	KOR beta-arrestin-1	NOD1 inhibition	NOD2 inhibition	HIV peptide binding	Myeloid diff MLP	Myeloid diff MLP GFP+ MAC1+ %	KOR beta-arrestin-2	GPR55 beta-arrestin
Cc1cc(N2CCN(c3ccccc3)CC2)n2c(n1)nc1ccccc12	1.7%	-3.4%	-1.3%	-26.0%	5.1%	7.1%	i	1.5	-5.5%	0.3%
COc1ccc(S(=O)(=O)N2CCc3ccccc3C2)cc1	0.5%	-5.8%	-0.2%	4.2%	18.3%	1.1%	i	0.2	14.3%	-0.3%
O=C1OC(N2C(=O)CC[C@H]2C(=O)Nc2ccc(F)c(F)c2)c2ccccc21 (some centres undefined)	-13.4%	-16.0%	1.3%	27.3%	9.2%	0.1%	i	3.8	-39.9%[20 µM]	-0.2%
COc1ccc(C(NC(=O)c2cccnc2)c2cc(Cl)c3cccnc3c2O)cc1OC (centres undefined)	7.2%	-7.1%	10.6%	20.7%	38.8%	4.0%	.	.	-8.2%	0.2%
O=C1NC(=O)/C(=C\c2ccc(Cl)nc2)S1	1.9%	-4.2%	-8.5%	-26.2%	-47.2%	3.9%	i	0.4	8.7%	0.4%
Cn1c(-c2ccc(Br)cc2)cnc1NCc1ccc(C#N)cc1	-5.1%	-2.9%	-4.1%	9.5%	14.9%	-0.2%	i	0.4	-28.6%[20 µM]	-0.3%
C/C=C/C(=O)N1CC2(CC(c3cccc(NC(=O)CC(c4ccccc4)c4ccccc4)c3)=NO2)C[C@H]1C(N)=O (some centres undefined)	-1.5%	4.5%	2.8%	11.4%	-7.9%	-2.9%	i	1.9	49.7%	-0.2%
CCOc1ccc(N2C(=O)Nc3ccccc3C2(O)C(=O)NCc2ccc(C)cc2)cc1 (centres undefined)	2.9%	-5.3%	-0.5%	-42.6%	7.6%	-1.2%	i	0.4	8.6%	-0.1%
CC1CC(NC(=O)CC#N)CC(C)(C)C1 (centres undefined)	2.2%	0.5%	-1.2%	-12.0%	-4.6%	1.4%	i	0.8	3.4%	0.3%
S=c1nc(-c2ccccc2Cl)n(Cc2cccnc2)c2c1CCCC2	-2.6%	7.5%	5.0%	-25.6%	0.8%	-0.5%	i	0.9	-42.7%	-0.5%
Cc1c(C(=O)Nc2ccc(S(=O)(=O)Nc3ncccn3)cc2)oc2ccc(F)cc12	-7.7%	18.9%	2.7%	2.4%	0.6%	0.8%	?	.	-5.8%	-0.1%
CCNC(=S)N1CCN(c2ccccc2OCC)CC1	-2.2%	-8.9%	5.9%	-3.9%	8.0%	-1.5%	i	0.6	0.5%	-0.3%
COc1cc(OC)cc(C(=O)NNC(=O)C(=O)Nc2cc(OC)c(Cl)cc2OC)c1	1.9%	-0.2%	0.4%	-12.9%	19.1%	10.4%	i	2.1	-32.9%	-0.2%
C[C@]1(C(=O)NCCN2CCOCC2)C=C[C@@H](Cc2ccccc2)N1C(=O)c1ccccc1	3.7%	6.1%	0.2%	-22.9%	-5.1%	2.1%	i	1.8	9.1%	-0.1%
O=C(CN1CCCN(S(=O)(=O)c2ccc(F)cc2)CC1)Nc1c(Cl)cccc1Cl	3.3%	2.2%	7.3%	-4.7%	-2.2%	1.6%	i	2.4	-38.0%	-0.2%

Some entries already given, limited to Myeloid diff MLP GFP+ MAC1+ %:
compound	Myeloid diff MLP GFP+ MAC1+ %
Cn1c(-c2ccc(Br)cc2)cnc1NCc1ccc(C#N)cc1	0.4
C/C=C/C(=O)N1CC2(CC(c3cccc(NC(=O)CC(c4ccccc4)c4ccccc4)c3)=NO2)C[C@H]1C(N)=O (some centres undefined)	1.9

More structures.
SMILES	GPR55 LPI antagonism	GPR35 arrestin U2OS	KOR beta-arrestin-1	NOD1 inhibition	NOD2 inhibition	HIV peptide binding	Myeloid diff MLP	Myeloid diff MLP GFP+ MAC1+ %	KOR beta-arrestin-2	GPR55 beta-arrestin
C=C(C)COc1cc2oc(=O)c(CC(=O)N3C[C@H]4C[C@@H](C3)c3cccc(=O)n3C4)c(C)c2cc1Cl	1.0%	-1.8%	-5.9%	-24.5%	23.8%	3.1%	i	2.5	-29.1%[20 µM]	-0.1%
COc1ccc(N2CCN(C(=O)c3cccnc3)CC2)c([N+](=O)[O-])c1	-4.7%	-10.7%	1.1%	-18.4%	16.9%	1.7%	?	.	-13.5%[20 µM]	-0.1%
CCn1cc(CNC(=O)NC2CCCCC2)c(C)n1	11.9%	-3.6%	0.9%	-22.1%	5.1%	1.4%	i	0.9	-3.7%	0.8%
COc1cccc(/C=N/NC(=O)CNC(=O)c2cccs2)c1O	-10.3%	-1.7%	0.2%	-0.9%	17.1%	-1.1%	i	0.4	-6.1%	-0.1%
COc1ccc(OC)c(/C=N/NC(=O)CC(=O)NC2CCCCC2)c1	5.4%	4.2%	-7.3%	-23.6%	4.1%	-1.1%	i	3.8	-8.8%	0.8%
CCN(CC)CCNC(=O)C12CC3CC(CC(C3)C1)C2	12.1%	10.6%	-5.9%	-0.6%	11.2%	-0.1%	+	11.7*	28.0%	-0.2%
COc1ccc(NC(=S)NCC2CCCO2)c(OC)c1 (centres undefined)	16.1%	0.2%	-1.7%	-11.3%	6.6%	0.8%	i	0.6	-23.2%	-0.3%
OC(COc1cccc2ccccc12)CN1CCN(c2ccc(Cl)cc2)CC1 (centres undefined)	4.1%&10.3%	-5.4%&-12.9%	2.4%&-4.0%	-6.6%&-5.7%	-14.4%&11.7%	-0.3%&-1.0%	i	0.3	4.1%&-1.2%	-0.2%&-0.1%
O=C(NCc1ccc2c(c1)OCO2)c1ccc(NS(=O)(=O)c2ccc3c(c2)OCCO3)cc1	-3.2%	-3.0%	-1.3%	7.2%	14.0%	0.2%	i	2.0	-23.5%	-0.3%
CC(C)CCOc1ccc(C(=O)NCC(c2ccco2)N(C)C)cc1 (centres undefined)	-1.5%	26.6%	-3.8%	-22.6%	-9.1%	-0.6%	i	4.4	11.9%	-0.1%
Cc1ccnc(NC(=O)c2cc([N+](=O)[O-])cc([N+](=O)[O-])c2)c1	7.7%	1.7%	-1.9%	-38.2%	1.7%	-1.4%	i	1.1	7.3%	-0.1%
CCc1cc2c(=O)[nH]c(Cc3ccc(Cl)cc3)nc2s1	-1.9%	-8.2%	-3.1%	1.8%	-11.7%	0.4%	i	0.4	12.4%	-0.2%
COc1ccc(CNC(=O)c2cc(-c3cccs3)on2)cc1	2.7%	-0.3%	7.1%	-55.3%	-27.3%	5.1%	i	1.0	2.6%	-0.1%
COc1ccc(-c2cc(=O)c3cc(O)ccc3o2)cc1	-1.6%	-11.7%	-1.2%	-3.8%	-217.8%	-1.1%	i	2.6	3.8%	0.5%
COC(=O)c1sc(S(=O)(=O)Nc2ccc(C)cc2)c(C(=O)OC)c1C	10.8%	7.0%	6.1%	5.9%	12.2%	3.2%	i	0.6	-6.2%	-0.1%

Continued, starting with the last 3 of the part before.
SMILES	GPR55 LPI antagonism	GPR35 arrestin U2OS	KOR beta-arrestin-1	NOD1 inhibition	NOD2 inhibition	HIV peptide binding	Myeloid diff MLP	Myeloid diff MLP GFP+ MAC1+ %	KOR beta-arrestin-2	GPR55 beta-arrestin
COc1ccc(CNC(=O)c2cc(-c3cccs3)on2)cc1	2.7%	-0.3%	7.1%	-55.3%	-27.3%	5.1%	i	1.0	2.6%	-0.1%
COc1ccc(-c2cc(=O)c3cc(O)ccc3o2)cc1	-1.6%	-11.7%	-1.2%	-3.8%	-217.8%	-1.1%	i	2.6	3.8%	0.5%
COC(=O)c1sc(S(=O)(=O)Nc2ccc(C)cc2)c(C(=O)OC)c1C	10.8%	7.0%	6.1%	5.9%	12.2%	3.2%	i	0.6	-6.2%	-0.1%
CCN(CC)C(=O)CSc1nnc(-c2cccs2)n1Cc1ccco1	-3.1%	-12.7%	6.2%	-8.6%	-5.9%	-1.1%	i	1.0	-12.6%	-0.2%
COc1ccc(C(O)P(=O)(OCC(C)C)OCC(C)C)c(OC)c1 (centres undefined)	8.1%	5.8%	-3.1%	-7.0%	14.9%	0.2%	i	0.1	.	1.8%
COC(=O)c1c(N2C(=O)[C@H]3[C@@H](C2=O)[C@]2(C(=O)Nc4c(C)cccc42)N2CCC[C@@H]32)sc(C)c1C	8.1%	0.6%	1.3%	64.7%	11.6%	14.2%	i	0.4	-13.8%	-0.3%
COc1cc(CN2CCC(N3CCC(C(=O)N4CCCC4)CC3)CC2)cc2c1OCO2	4.2%	5.7%	-0.3%	-20.5%	18.1%	1.7%	i	0.6	-10.9%	-0.3%
O=C(CN1CCN(S(=O)(=O)c2ccc(F)cc2)CC1)Nc1ccc(Cl)cn1	-2.0%	-9.8%	2.0%	8.6%	5.2%	1.4%	i	0.8	-72.8%[20 µM]	-0.1%
CN(C)c1nc(NCc2ccccc2)nc(Oc2ccc(=O)[nH]n2)n1	-1.1%	8.3%	2.4%	-5.5%	9.6%	-1.3%	i	0.6	16.5%	-0.1%
CCn1c(=O)n(CC)c2cc(N3CCCC3)c(NC(=O)c3ccccc3C)cc21	9.5%	11.2%	9.0%	-13.8%	24.6%	1.2%	i	0.6	-3.5%	-0.2%
N#C/C(=C\c1c(N(Cc2ccccc2)Cc2ccccc2)nc2ccccn2c1=O)C(N)=O	2.7%	-9.7%	3.2%	-7.9%	6.5%	-1.9%	i	0.2	4.5%	-0.2%
O=C(NC1CCCc2ccccc21)c1ccc(Br)cc1 (centres undefined)	-7.6%	-10.7%	-1.8%	-10.0%	6.5%	0.6%	i	0.9	-14.1%	0.7%
CCOc1ccc(NC(=O)CCS(=O)(=O)c2ccc3c(c2)CCCN3C(=O)CC)cc1	3.0%	-1.6%	7.5%	3.1%	-3.2%	0.8%	i	1.9	-29.4%	-0.1%
CC1=C(C(=O)OC(C)C)C(c2cccnc2)n2ncnc2N1 (centres undefined)	-6.7%	0.1%	4.6%	3.2%	1.3%	2.6%	i	1.1	11.1%	-0.2%
Cn1c2ccccc2c2c(C(=O)N3CCN(c4ccccc4)CC3)cn(C3CCCC3)c(=O)c21	12.2%	5.0%	-0.1%	4.3%	9.2%	-2.3%	i	0.8	-59.1%	0.0%
Cc1ccc(NC(=O)c2sc3nc4c(c(-c5ccco5)c3c2N)CCC4)cc1	9.1%	-6.6%	-2.1%	-9.7%	8.7%	-0.8%	i	0.7	-5.8%	-0.2%

An excerpt; rates above refer to the full screens.
